# SUMO HTRF inh = SUMOylation inhibition | HTRF SUMOylation assay, SAE1/SAE2 + UBC9, in vitro | inhibition, % at 35 µM | hit rate 0.36% among 290,000 | AID 2006; in the data active means inhibition above about 50%, passing the limit was not always enough; further: strong numbers were not always called active
# pCIP destab = p/CIP protein destabilization. F442A p/CIP-EGFP cells, EGFP fluorescence, 16 h. hit rate 0.01% among 290,000. Q05BA5. decrease of EGFP signal, % at 10 µM. AID 1984;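 active means EGFP signal decrease of at least 30% at 10 µM or well 3 SD below plate mean, unless failing retest; inactive means the rest, including hits failing retest or dose response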; further: some compounds called inactive have numbers as strong as hits; many of its hits are not listed in these tables
# Target sequence (Q05BA5 1-1403): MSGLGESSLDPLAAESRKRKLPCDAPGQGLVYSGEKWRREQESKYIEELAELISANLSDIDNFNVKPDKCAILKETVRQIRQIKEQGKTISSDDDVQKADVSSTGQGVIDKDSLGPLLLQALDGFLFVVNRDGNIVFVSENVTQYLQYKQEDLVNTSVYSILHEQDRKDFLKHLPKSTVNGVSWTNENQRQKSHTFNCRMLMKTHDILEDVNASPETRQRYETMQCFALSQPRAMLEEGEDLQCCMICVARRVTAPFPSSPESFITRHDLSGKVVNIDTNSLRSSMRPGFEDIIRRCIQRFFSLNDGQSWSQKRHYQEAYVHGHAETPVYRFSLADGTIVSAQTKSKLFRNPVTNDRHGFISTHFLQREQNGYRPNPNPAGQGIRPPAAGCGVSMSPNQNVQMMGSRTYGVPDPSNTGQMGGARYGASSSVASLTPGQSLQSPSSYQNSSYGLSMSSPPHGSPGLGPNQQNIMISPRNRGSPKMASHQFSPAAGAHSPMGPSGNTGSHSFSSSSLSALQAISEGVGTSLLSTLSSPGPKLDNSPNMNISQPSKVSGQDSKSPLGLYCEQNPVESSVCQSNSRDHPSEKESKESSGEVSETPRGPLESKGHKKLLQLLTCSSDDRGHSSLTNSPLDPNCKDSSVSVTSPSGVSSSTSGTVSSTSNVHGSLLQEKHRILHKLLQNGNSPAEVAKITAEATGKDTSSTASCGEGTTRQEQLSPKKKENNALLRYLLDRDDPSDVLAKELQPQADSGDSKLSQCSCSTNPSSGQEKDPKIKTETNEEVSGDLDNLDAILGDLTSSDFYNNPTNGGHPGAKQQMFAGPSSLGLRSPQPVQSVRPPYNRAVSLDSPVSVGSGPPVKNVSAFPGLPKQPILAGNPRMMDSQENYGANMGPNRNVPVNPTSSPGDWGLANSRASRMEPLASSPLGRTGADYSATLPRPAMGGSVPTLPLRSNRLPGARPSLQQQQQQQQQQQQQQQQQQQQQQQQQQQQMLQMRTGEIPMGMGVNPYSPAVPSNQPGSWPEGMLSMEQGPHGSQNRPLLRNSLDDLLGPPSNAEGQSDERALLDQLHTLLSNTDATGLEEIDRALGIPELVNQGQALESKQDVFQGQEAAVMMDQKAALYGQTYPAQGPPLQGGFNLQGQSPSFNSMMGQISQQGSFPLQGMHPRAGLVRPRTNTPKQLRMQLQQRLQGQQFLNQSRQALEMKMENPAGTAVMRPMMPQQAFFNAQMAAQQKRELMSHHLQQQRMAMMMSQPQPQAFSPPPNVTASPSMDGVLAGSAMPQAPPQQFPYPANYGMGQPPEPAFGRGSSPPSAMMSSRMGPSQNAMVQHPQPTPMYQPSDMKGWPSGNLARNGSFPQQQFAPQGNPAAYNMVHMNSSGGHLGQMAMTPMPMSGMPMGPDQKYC
# IMP-1 inh = inhibitors of Pseudomonas aeruginosa IMP-1 metallo-beta-lactamase; hit rate 0.45% among 290,000; purified IMP-1, nitrocefin hydrolysis, epi-absorbance fluorescence; inhibition, % at 5.6 µM;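 active means inhibition above the mean plus 3 SD of all compounds in the same screening run, cut at about 4.5% in these data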;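 further: 0% = IMP-1 with DMSO and 100% = DMSO wells lacking enzyme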
#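 System – purified recombinant IMP-1 beta-lactamase · Input – IMP-1 dispensed at 0.2 nM · Timing – 15 min preincubation plus 25 min reaction at 25 °C · Signal – Epi-absorbance fluorescence, 480 nm excitation, 530 nm emission · Measure – percent IMP-1 inhibition derived from blank-referenced optical density · Controls – Enzyme-plus-DMSO low control, enzyme-free DMSO high control · Replication – singlicate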
# HCV NS3 hel inh = HCV NS3 helicase inhibition; inhibition, % at 10.9 µM; hit rate 0.56% among 290,000; AID 1800; NS3 helicase DNA unwinding, Cy5 molecular beacon fluorescence;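 active means inhibition above the mean of all tested compounds plus 3 SD, set per campaign, cut at about 35% in these data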;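 further: 0% = DMSO wells and 100% = thioflavine S control wells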
#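 System: NS3 helicase fragment of HCV / Schedule: 1 h at 25 °C / Control set: DMSO alone as 0% and 110 µM thioflavine S as 100% / Reagent: Cy5/quencher beacon DNA duplex and ATP to start / Technique: Cy5 fluorescence / Replication: singlicate / Evaluation: % inhibition of end-to-start signal ratio versus controls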
# IDE cell activ = IDE (human) activation, cell-based; P14735; HEK cells, FAbeta-B cleavage, fluorescence polarization; 0% vehicle, 100% cell-free pure enzyme wells; activation, % at 5.96 µM; hit rate 0.073% among 340,000; AID 493087;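 active means activation above the mean of all tested compounds plus 3 SD, set per screening campaign, cut at about 17% in these data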
# DNA FID counter = fluorescent intercalator displacement, NS3 helicase counter-screen | inhibition, % at 7.9 µM | DNA fluorescent intercalator displacement, fluorescence | hit rate 0.17% among 290,000; in the data active means inhibition above about 37%;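 further: 0% = vehicle and 100% = reference compound; higher means more ethidium bromide displaced from hairpin DNA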
# PHOSPHO1 block = PHOSPHO1 (human) inhibition | recombinant PHOSPHO1, absorbance phosphatase assay | inhibition, % at 13.3 µM | Q8TCT1 | hit rate 1.1% among 290,000; in the data active means inhibition above about 60%
# VIM-2 inhibitor = inhibitors of Pseudomonas aeruginosa VIM-2 metallo-beta-lactamase; purified VIM-2, nitrocefin hydrolysis, epi-absorbance fluorescence; inhibition, % at 5.6 µM; AID 1527; hit rate 0.89% among 290,000;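 active means inhibition above the mean of all tested compounds plus 3 SD, cutoff set per screening run, cut at about 7.5% in these data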;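 further: red hydrolysis product quenches plate fluorescence so inhibitors raise well fluorescence; 0% = enzyme with DMSO and 100% = DMSO without enzyme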
# MEKK3 PB1 HTS = MEKK3-MEK5 PB1 interaction, increase or decrease; Q99759; bead-based flow cytometry, Alexa488-MEK5 binding to MEKK3; actives lie on both sides; 0 = blocked by unlabeled MEK5, 100 = vehicle; binding response (% of control), % at 10 µM; hit rate 1.4% among 290,000;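 active means binding response more than 3 SD above or below the average of its plate-row segment, actives on both sides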;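 further: Alexa488 bead fluorescence after subtracting the streptavidin-only scavenger bead signal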
# * hit, by the source's call; . = no result given.
# Every second line gives: SUMO HTRF inh	pCIP destab	IMP-1 inh	HCV NS3 hel inh	IDE cell activ	DNA FID counter	PHOSPHO1 block	VIM-2 inhibitor	MEKK3 PB1 HTS
CNc1c(NS(=O)(=O)c2ccc(OC)cc2)c(=O)oc2ccccc12
    2	0	-1.9	-1	-7	-10	23	-3.9	104
OC(COCc1ccccc1)CN1CCc2ccccc2C1 (stereo unspecified)
    -5	-1	-0.9	-10	2	1	8	0.5	90
Cc1cccc(N(C(=O)CCC(=O)Nc2nccs2)C(C(=O)NC(C)(C)C)c2ccc(O)cc2)c1 (stereo unspecified)
    -6	-12	-3.7	-3	6	-33	41	2.0	95
CCn1c(SCc2ccc(C(=O)OC)o2)nc2sc3c(c2c1=O)CCCC3
    6	-4	-5.9	12	5	-3	-16	-0.9	97
COc1ccc(OC)c(N(CC(=O)NC2CC3CCC2C3)S(=O)(=O)c2ccccc2)c1 (stereo unspecified)
    -16	-12	-3.5	-1	-4	-42	17	-1.4	94
O=S(=O)(c1cccs1)N1CCc2ccccc2C1
    7	-3	-5.1	4	6	-8	-17	-6.0	100
O=S(=O)(c1ccc(F)cc1)n1ccc(-c2cccc(OCc3ccc(Cl)cc3Cl)c2)n1
    -22	-12	-1.0	1	6	0	36	0.2	107
CC(C)C(=O)N1CCN(c2ccccc2NC(=O)c2cccc(Cl)c2)CC1
    -2	-12	-3.4	-6	1	-26	29	-1.8	104
COC(=O)CSc1[nH]c2ccc(F)cc2c1[N+](=O)[O-]
    -4	7	-0.2	4	-1	-1	-3	-3.3	103
O=C(NCc1cccnc1)c1ccccc1NC(=O)c1c(F)cccc1F
    -1	-23	2.5	9	1	-11	43	-3.9	105
CN(C(=O)c1ccccc1OCc1ccc(Cl)cc1)c1ccccc1
    5	-16	0.1	-3	0	-44	25	-0.6	105
COc1ccc(C(=O)NC(C)CCc2ccccc2)cc1[N+](=O)[O-] (stereo unspecified)
    2	-4	-3.0	9	3	-9	19	-1.1	103
CCC(CC)C(=O)NCCc1ccc(F)cc1
    10	0	-3.5	5	3	-1	19	-4.5	102
FC(F)(F)c1ccnc(Oc2ccc(C3=NCCS3)cc2)c1
    -10	-9	-1.1	-10	6	-22	-21	-2.4	104
COc1ccccc1NC(=O)CSC1CC(=O)N(c2ccc3c(c2)OCO3)C1=O (stereo unspecified)
    23	3	-2.0	9	-4	-13	23	-2.9	103
CCC(C)(C)n1nnnc1C(C(C)C)N1CCN(C)CC1 (stereo unspecified)
    0	-9	-1.0	-7	-1	2	-8	-2.8	106
Cc1ccc(S(=O)(=O)c2ccc(Cl)cc2)cc1S(=O)(=O)N1CCN(C)CC1
    -1	13	1.0	-4	6	6	-24	0.0	106
CC1CCN(S(=O)(=O)c2cn(CC(=O)Nc3ccc(C#N)cc3)cn2)CC1
    16	-8	-1.8	-4	1	-15	17	-1.0	101
CCOC(=O)C1CCN(S(=O)(=O)c2ccc3c(c2)CC(=O)N3)CC1
    -6	-4	-3.5	16	0	-4	20	-3.2	102
CC(=O)Nc1ccc(S(=O)(=O)N2CCC(C(=O)NCc3cccnc3)CC2)cc1
    4	0	-1.1	-9	4	-7	8	-0.5	101
O=C(Cc1ccc([N+](=O)[O-])cc1)Nc1cccc(C(F)(F)F)c1
    3	-13	-0.4	-16	3	20	-12	1.5	98
Cc1ccc(NC(=O)CCC(=O)OCC(=O)c2ccc(Oc3ccc([N+](=O)[O-])cc3)cc2)cc1
    2	0	-2.1	11	3	2	-22	-1.8	144*
CC(=O)Nc1sc(N/N=C\c2ccco2)nc1-c1cccs1
    3	-21	-2.4	10	2	0	-17	-1.5	97
O=[N+]([O-])c1ccc(/C=N/NS(=O)(=O)c2ccc(Cl)cc2)o1
    10	-6	-2.7	-1	6	2	0	-5.3	99
C=CCNC(=S)NNc1nc(N2CCCC2)nc(N2CCCC2)n1
    -2	0	-6.1	2	-1	-21	45	-5.0	101
O=C(NCCCCO)c1ccc2c3c(cccc13)CC2
    20	2	-1.1	-4	0	-6	46	-1.3	100
O=C(CCn1ccnc1)Nc1ccc2ccccc2c1
    25	-4	-3.4	6	3	4	20	-5.2	104
Cc1ccc(COc2ccc(/C=N/O)cc2)cc1
    -18	-14	-2.3	-10	3	-3	12	-1.2	100
O=C(Cc1cccs1)NCCN1CCOCC1
    -11	-11	-1.7	11	-4	-5	-9	-3.1	100
Cc1ccc(C)c(S(=O)(=O)N2CCCOC2CNC(=O)C(=O)NCc2ccccc2)c1 (stereo unspecified)
    5	3	-4.0	-9	0	-39	46	-5.1	103
COc1ccc(CN(C)CC(=O)Nc2cccc3ccccc23)cc1F
    4	0	-3.6	-17	-2	-7	22	-4.2	103
CCOc1ccccc1NC(=O)N1CCCC(c2nc(-c3ccc(C)o3)no2)C1 (stereo unspecified)
    2	4	-2.5	8	2	-36	-26	-2.0	102
CC(C)(C)C1CCc2onc(C(=O)NCc3ccc(F)cc3)c2C1 (stereo unspecified)
    -26	2	-3.8	-6	2	-16	0	-5.6	.
Cc1ccc(S(=O)(=O)c2c(C)cc(C)nc2Oc2cccc(C)c2C)cc1
    -20	3	-1.1	4	3	-2	27	0.9	102
Cc1ccccc1NC(=O)Cc1nc(COC(=O)CSc2ccccc2)cs1
    -2	-21	-2.0	-8	4	-37	37	-3.4	96
O=C(O)c1ncn(Cc2ccc(Br)cc2)c1C(=O)O
    5	-3	-3.9	0	1	1	0	0.5	97
O=C(Nc1ccc2c(c1)OCO2)NC1CCN(Cc2ccccc2)CC1
    12	8	-0.5	-6	9	8	31	-1.6	99
CN(C)C=NC(=O)c1cc(C(=O)c2ccccc2)c[nH]1
    -5	8	-3.0	-3	4	0	8	-4.1	93
CCCSc1nnc(NC(=O)Nc2ccc(C)cc2)s1
    16	-1	-1.9	-1	.	-2	3	-0.8	111
COc1ccc(CCC(=O)Nc2ccc(Cl)c(S(=O)(=O)N3CCCC3)c2)cc1
    2	6	0.0	11	1	-22	33	-0.7	81
Brc1ccc(-c2nnc(-c3ccco3)o2)cc1
    27	-12	-1.8	-3	0	-3	6	-0.7	.
CCOC(=O)C1=C(C)NC(SCC(N)=O)=C(C#N)C1c1cccs1 (stereo unspecified)
    -10	5	-2.0	-6	1	-6	12	0.6	101
CCOC(=O)Cc1nc(-c2cccc(C(F)(F)F)c2)no1
    5	-4	-0.8	-18	0	-11	16	0.9	93
Cc1cc(C)nc(N2C(=O)CC(C(=O)O)NC2=NCCc2c[nH]c3ccccc23)n1 (stereo unspecified)
    1	-3	-2.5	1	4	-37	-8	-0.8	108
Fc1ccc(Nc2nc(N3CCOCC3)c3ccccc3n2)cc1
    30	-3	.	.	8	.	-9	.	105
COc1nc(Oc2ccc(=O)n(C)n2)nc(N(C)C)n1
    -11	-1	-2.3	3	3	-6	-1	-2.6	106
O=C(NCCCn1ccnc1)/C(=C/c1cccs1)NC(=O)c1ccco1
    29	-8	-2.4	-2	0	8	22	-4.3	86
O=S(=O)(c1ccc(Cl)cc1)N1CCN(C(=S)Nc2ccccc2F)CC1
    1	-6	-4.1	-19	3	-17	-26	-1.2	101
O=C(NNS(=O)(=O)c1ccc2ccccc2c1)C1CCN(Cc2ccccc2)CC1
    -8	1	-3.2	-3	6	7	36	0.0	.
CCOc1ccc(S(=O)(=O)N/N=C(\C)c2ccc(OC)cc2OC)cc1
    15	-7	-1.0	7	1	-7	4	-1.3	72

# Ten compounds out of the list, ordered by SMILES length, high to low.
# Every second line gives: SUMO HTRF inh	pCIP destab	IMP-1 inh	HCV NS3 hel inh	IDE cell activ	DNA FID counter	PHOSPHO1 block	VIM-2 inhibitor	MEKK3 PB1 HTS
Cc1ccc(NC(=O)CCC(=O)OCC(=O)c2ccc(Oc3ccc([N+](=O)[O-])cc3)cc2)cc1
    2	0	-2.1	11	3	2	-22	-1.8	144*
CC(=O)Nc1ccc(S(=O)(=O)N2CCC(C(=O)NCc3cccnc3)CC2)cc1
    4	0	-1.1	-9	4	-7	8	-0.5	101
CC1CCN(S(=O)(=O)c2cn(CC(=O)Nc3ccc(C#N)cc3)cn2)CC1
    16	-8	-1.8	-4	1	-15	17	-1.0	101
COc1ccc(C(=O)NC(C)CCc2ccccc2)cc1[N+](=O)[O-] (stereo unspecified)
    2	-4	-3.0	9	3	-9	19	-1.1	103
COc1ccc(CN(C)CC(=O)Nc2cccc3ccccc23)cc1F
    4	0	-3.6	-17	-2	-7	22	-4.2	103
Fc1ccc(Nc2nc(N3CCOCC3)c3ccccc3n2)cc1
    30	-3	.	.	8	.	-9	.	105
CCC(C)(C)n1nnnc1C(C(C)C)N1CCN(C)CC1 (stereo unspecified)
    0	-9	-1.0	-7	-1	2	-8	-2.8	106
O=C(O)c1ncn(Cc2ccc(Br)cc2)c1C(=O)O
    5	-3	-3.9	0	1	1	0	0.5	97
CCCSc1nnc(NC(=O)Nc2ccc(C)cc2)s1
    16	-1	-1.9	-1	.	-2	3	-0.8	111
Brc1ccc(-c2nnc(-c3ccco3)o2)cc1
    27	-12	-1.8	-3	0	-3	6	-0.7	.

# Later entries.
# Every second line gives: SUMO HTRF inh	pCIP destab	IMP-1 inh	HCV NS3 hel inh	IDE cell activ	DNA FID counter	PHOSPHO1 block	VIM-2 inhibitor	MEKK3 PB1 HTS
Cc1cccc(C)c1NC(=O)C1(NC(=O)Cn2cccc([N+](=O)[O-])c2=O)CCCCC1
    -18	9	-2.7	3	7	-2	-7	-0.1	101
CCCn1c(SCC(=O)N2CCCCC2)nnc1C(C)C
    0	-4	-2.5	5	8	-5	1	-2.7	101
O=C1c2ccccc2NC(c2ccccc2)N1/N=C/c1ccccc1 (stereo unspecified)
    16	-8	-2.5	1	2	-1	19	-0.7	102
COc1ccc(-c2cc(-c3cccs3)c(C#N)c(SCC(=O)NCc3ccccc3)n2)cc1
    22	-2	-2.2	1	3	0	0	-1.6	88
COc1cc(OC)c(S(=O)(=O)NCc2ccco2)cc1S(=O)(=O)NCc1ccco1
    -12	1	-2.8	0	6	0	7	-1.2	106
Cc1cc(C)cc(N(C(C)C(=O)NCc2ccc3c(c2)OCO3)S(C)(=O)=O)c1 (stereo unspecified)
    -20	9	-1.6	-3	5	-16	-30	-1.5	104

# Compound profiles (already shown). Order of values: SUMO HTRF inh, pCIP destab, IMP-1 inh, HCV NS3 hel inh, IDE cell activ, DNA FID counter, PHOSPHO1 block, VIM-2 inhibitor, MEKK3 PB1 HTS
# O=S(=O)(c1cccs1)N1CCc2ccccc2C1 across the screens: 7, -3, -5.1, 4, 6, -8, -17, -6.0, 100
# O=C(NNS(=O)(=O)c1ccc2ccccc2c1)C1CCN(Cc2ccccc2)CC1 across the screens: -8, 1, -3.2, -3, 6, 7, 36, 0.0, .

# Compound activity from PubChem BioAssay.

# The list is partial; count on the stated rates, not on these rows.
